# NPSR antag – antagonists of human neuropeptide S receptor cAMP signaling. Q6W5P4. CHO-NPSR cells, cAMP TR-FRET, antagonist mode. 1% of 220,000 active. Potency, µM (titrated, usually from 38.3 µM), without a hit: at the top dose activity change, negative = inhibition, usual class: inhibitors; note: potency is the fitted concentration of half-maximal effect; % is set by controls: 0 for no effect and ±100 for the full control effect; nearly all actives have a fitted effect of over 50% in size; many of its hits are not listed in these tables
# Target sequence (Q6W5P4 whole entry, looked up): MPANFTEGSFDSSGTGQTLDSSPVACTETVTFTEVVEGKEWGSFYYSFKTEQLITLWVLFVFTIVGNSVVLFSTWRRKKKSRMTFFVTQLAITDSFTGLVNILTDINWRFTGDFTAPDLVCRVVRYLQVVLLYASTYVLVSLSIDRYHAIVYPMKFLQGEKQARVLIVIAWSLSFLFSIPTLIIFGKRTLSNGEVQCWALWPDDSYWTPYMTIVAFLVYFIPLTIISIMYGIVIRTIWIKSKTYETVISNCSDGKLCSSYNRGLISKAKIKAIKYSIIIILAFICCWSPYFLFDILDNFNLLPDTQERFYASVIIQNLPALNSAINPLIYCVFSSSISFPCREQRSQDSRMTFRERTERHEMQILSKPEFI
# IMPase Li cell – membrane-permeable IMPase blocker, potentiated with lithium; Potency, µM (series often up to 59.4 µM), for inactives: at the top dose activity, negative = IMPase inhibition, usual class: inhibitors; CHO-M1 cells, IP1 TR-FRET (IP-One), carbachol + lithium; 0.35% of 210,000 active; AID 1457;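 note: IP1 builds up when IMPase is blocked and the TR-FRET signal falls; potency is the fitted concentration of half-maximal effect; plate controls were basal vehicle for no effect and high inhibitor control for full effect; nearly all actives have a fitted effect of over 50% in size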
#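 CHO cells stably expressing M1 receptor (2000/well) were cultured 16–30 h, then exposed to compounds with a small lithium addition for 30 min at 37C. IP1 was measured by TR-FRET competition; AC50 from Hill fits.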
# LMNA splice mod – changes lamin A minigene splicing in HeLa cells. Potency, µM (highest dose often 46.1 µM), for the others: top-dose ratio change, negative = inhibition, usual class: inhibitors. HeLa LMNA splicing GFP/RFP minigene ratio, 48 h. 0.01% of 200,000 active. AID 1487; active = well fitted inhibition curve with a large enough effect in the signal ratio, with a control signal flat, not every such curve was filed as active; inconclusive = small, poorly fitted or top-dose-only effect, or effect the other way, or a change in a side signal; the % refers to the signal ratio; note: potency is the fitted concentration of half-maximal effect; % is set by controls: 0 for no effect and ±100 for the full control effect
#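 S3 HeLa stable clones carrying a lamin A-EGFP splicing minigene plus DsRed2 were seeded at 600 cells/well in Opti-MEM with 2% FBS, pin-dosed and incubated 48 h at 37°C. Acumen cytometry (488 nm) gave the GFP/RFP total-intensity ratio.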
# Epigenetic derep – derepresses silenced GFP reporter in murine cells; 0.2% of 280,000 active; Potency, µM (series often up to 53.9 µM), for the others: top-dose GFP activation, hits mostly activators; murine LDR cells, GFP reporter derepression, 30 h; AID 1865; note: potency is the fitted concentration of half-maximal effect; % of control where 0% means no effect; nearly all actives have a fitted effect of over 60% in size
#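 Derepression of a silenced CMV-GFP reporter in murine LDR cells is scored by enumerating GFP-positive cells with a laser-scanning microplate cytometer after 30 hours of treatment at 37 C.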
# CBFb-RUNX1 inh – inhibitors of human CBF-beta and RUNX1 interaction; AlphaScreen CBFb-His/RUNX1-biotin binding, biochemical; 230,000 tested, under 10 active; Potency, µM (doses to about 59.8 µM), for the others: top-dose activity, negative = inhibition, actives largely listed as inhibitors; note: % of control where 0% means no effect
# Target sequence (Q01196 whole entry, looked up): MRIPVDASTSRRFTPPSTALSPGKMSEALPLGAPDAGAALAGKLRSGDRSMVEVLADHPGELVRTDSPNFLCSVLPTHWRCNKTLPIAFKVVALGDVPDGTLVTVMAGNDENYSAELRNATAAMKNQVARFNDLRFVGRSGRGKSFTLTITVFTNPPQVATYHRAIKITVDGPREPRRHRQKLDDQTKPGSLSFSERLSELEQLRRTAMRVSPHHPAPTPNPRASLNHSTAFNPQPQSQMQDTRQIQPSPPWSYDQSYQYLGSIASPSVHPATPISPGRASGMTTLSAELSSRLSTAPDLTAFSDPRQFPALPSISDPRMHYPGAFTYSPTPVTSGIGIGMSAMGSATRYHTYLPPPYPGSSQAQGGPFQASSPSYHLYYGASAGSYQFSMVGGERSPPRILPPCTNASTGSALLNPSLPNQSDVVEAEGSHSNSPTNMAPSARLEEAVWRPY
# Target sequence (Q13951 whole entry, looked up): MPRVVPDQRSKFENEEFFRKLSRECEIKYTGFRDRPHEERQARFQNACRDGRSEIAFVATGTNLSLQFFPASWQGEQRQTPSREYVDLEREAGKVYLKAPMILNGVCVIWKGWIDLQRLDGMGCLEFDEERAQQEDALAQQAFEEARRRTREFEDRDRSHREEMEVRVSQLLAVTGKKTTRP
#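 Room-temperature protein-protein interaction test with 30 nM each of His-tagged CBF-beta and biotinylated RUNX1, 15 min with compound, then 90 min with nickel plus streptavidin beads. Signal read in AlphaScreen mode.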
# HttQ103 aggreg – mutant huntingtin aggregation inhibition. PC12 HttQ103-GFP aggregates, Acumen cytometry, 40 h. 1.1% of 220,000 active. Potency, µM (doses to about 46.1 µM), inactives show at the top dose activity change, negative = inhibition, usual class: inhibitors. AID 1688; note: potency is the fitted concentration of half-maximal effect; % is set by controls: 0 for no effect and ±100 for the full control effect; nearly all actives have a fitted effect of over 60% in size
#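 Aggregate formation scored by laser-scanning cytometer (488 excitation, 500–530 emission) in lysed PC12 cells expressing Q103-GFP after 100 nM tebufenozide induction; library tested in dose series, with ATPLite reagent added in the multiplex.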
# KinaseGlo FLuc – Kinase-Glo luciferase inhibition (counter-screen); Kinase-Glo luciferase, ATP luminescence, 8 min; Potency, µM (top dose mostly 38.3 µM), without a hit: at the top dose activity change, negative = inhibition, usual class: inhibitors; 0.28% of 200,000 active; AID 1379; note: potency is the fitted concentration of half-maximal effect; % is set by controls: 0 for no effect and ±100 for the full control effect; nearly all actives have a fitted effect of over 60% in size
#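 Luminescence was the read-out, taken after 8-minute incubation at ambient temperature. Luciferase turned over luciferin with 10 uM ATP in imidazole pH 7.2 buffer containing KCl, MgCl2, Tween 20 and BSA.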
# * = called active by the depositor; u = inconclusive; x = no result given; & = joins results of further samples; ! = a repeat was not active; [ ] = dose if it differs, or a comment. Unless noted, calls come from the whole dose curve; as a rule, active = well fitted curve in the direction sought with a large enough effect; inconclusive = small, poorly fitted or top-dose-only effect, or another doubt; inactive = no such curve, though single readings can be large; an effect the other way counts as inactive or inconclusive. This is a subset; the hit share may differ from the screen's.
SMILES,NPSR antag,IMPase Li cell,LMNA splice mod,Epigenetic derep,CBFb-RUNX1 inh,HttQ103 aggreg,KinaseGlo FLuc
Cc1ccc(N(C(C)C(=O)O)S(=O)(=O)c2cccnc2)cc1 (stereo not drawn),-3%[46.1 µM],7%[38.3 µM],-3%,-5.4%,0%,6%,2%
CCOC(=O)c1c(-c2cccc([N+](=O)[O-])c2)csc1NC(=O)C1CCCCC1,10µM*,15%,u,-1.0%,-6%,-29%,-3%
O=C(CSc1cccc2cccnc12)N/N=C/c1ccncc1,12%,-4%,x,8.7%,-7%,1%,0%
CCNC(=S)N(CCN(C)C)Cc1cc2cc(OCC)ccc2[nH]c1=O,-15%,7%,x,4.1%,-4%,-1%[9.22 µM],-8%
CCc1cc2c(NC3CCCC3)ncnc2s1,27%,28%,x,-1.0%,11%,-17%[9.22 µM],-4%
CC1=NN(C(=O)Cc2ccc([N+](=O)[O-])cc2)C(O)(C(F)(F)C(F)(F)F)C1 (stereo not drawn),-2%,x,x,0.9%,-2%,-22%[9.22 µM],x
COc1ccc(Cc2nnc(N/N=C/c3ccccc3O)[nH]c2=O)cc1OC,-13%,0%,u,-3.2%,u,1.3µM*,-1%
Cc1ccc(S(=O)(=O)NC(=O)COc2ccccc2)cc1,3%,-8%,x,-0.2%,3%,-7%[9.22 µM],x
CCOc1ccc(C(C)NC(=O)c2ccccc2F)cc1 (stereo not drawn),-3%,3%,u,0.0%,0%,0%,3%
CC1=CC(C)=Nc2ccc(C)cc2N1,-7%&-2%[46.1 µM],2%&24%[38.3 µM],4%&0%,-0.9%&1.0%,2%&-4%,0.89µM*!,-2%&-4%
Cc1ccc(N(Cc2ccc(C(=O)NCCSc3ccccn3)cc2)S(C)(=O)=O)cc1C,-15%[46.1 µM],8%,u,0.0%,5%,-23%,3%
Cn1cc(Br)c(NS(=O)(=O)c2ccc(Cl)s2)n1,3%,x,x,-1.1%,6%,0%[9.22 µM],x
CCOC(=O)c1cc(-c2ccc(F)cc2)n(CC(=O)NCc2cccnc2)c1C,5%,7%,x,-0.3%,2%,-6%,2%
CN1CCN(C(=O)c2cn(C)c3ccc(S(=O)(=O)N(C)C4CCCCC4)cc3c2=O)CC1,-8%[46.1 µM],7%[38.3 µM],-4%,-4.6%,5%,0%,-1%
O=C(c1cccs1)N1CCN(S(=O)(=O)Cc2ccccc2)CC1,-4%[46.1 µM],-3%,-20%,0.8%,-1%,-12%,3%
CCN(CC)C(=O)c1cc(Cl)ccn1,6%,13%,x,-1.1%,-23%,-3%,0%
Cc1ccc(C)c(OCC(O)CN2CCN(CCN3C(=O)c4cccc5cccc(c45)C3=O)CC2)c1 (stereo not drawn),11%,14%,u,-3.2%,-5%,u,0%
Cc1nc2ccc(NC(=O)C3COc4ccccc4O3)cc2s1 (stereo not drawn),8%,x,x,-0.1%,4%,-8%[9.22 µM],x
Cc1cc(=O)oc2c(CN3CCN(C)CC3)c(O)c(Cl)cc12,3%[46.1 µM],13µM*,5%,-0.8%,4%,7%,1%
N#C/C(=C(\O)CCl)c1nnc2n1CCCCC2,-1%[46.1 µM],22%[38.3 µM],u,-6.2%,-3%,13%,0%
CCC(OC(=O)C1=Cc2ccccc2OC1)C(=O)NC1CCCC1 (stereo not drawn),-13%[46.1 µM],-6%,u,0.0%,6%,-16%,-1%
CCOC(=O)C1CCCN(C(=O)/C=C/c2ccccc2[N+](=O)[O-])C1 (stereo not drawn),16%,-4%,-6%,-1.1%,12%,11%,0%
O=C(NCCC1=CCCCC1)C1CCC(CNS(=O)(=O)c2ccccc2)CC1 (stereo not drawn),4%,-3%,9%,2.0%,-1%,10%,-1%
CCOc1ccc(N(CC(=O)NC2CCCC2)S(=O)(=O)c2c(C)noc2C)cc1,-1%[46.1 µM],5%[38.3 µM],-7%,0.8%,1%,15%,-2%
O=C(Nc1cccc(-c2nc3cccnc3s2)c1)c1ccco1,-14%[46.1 µM],22%[38.3 µM],-23%,0.0%,0%,16µM*,-2%

# Quoted from the listing:
# O=C(c1cccs1)N1CCN(S(=O)(=O)Cc2ccccc2)CC1 in HttQ103 aggreg → -12%
# CCOC(=O)c1c(-c2cccc([N+](=O)[O-])c2)csc1NC(=O)C1CCCCC1 in IMPase Li cell → 15%

# (cont.)
SMILES,NPSR antag,IMPase Li cell,LMNA splice mod,Epigenetic derep,CBFb-RUNX1 inh,HttQ103 aggreg,KinaseGlo FLuc
O=C(O)CCCC(=O)N1CCc2cc(S(=O)(=O)NCc3ccc(F)cc3)ccc21,2%,2%,x,0.0%,20%,6%,-3%
Cc1nc2nc[nH]c2cc1Br,-8%[46.1 µM],-12%[38.3 µM],6%,-2.4%,1%,-6%,-3%
CCOC(=O)CNC(=O)Cc1ccc(OC)cc1,u,x,x,1.8%,3%,16%[9.22 µM],x
COc1ccc(-c2cn3c(C)c(C(=O)NCCN4CCOCC4)sc3n2)cc1,-8%[46.1 µM],-4%[38.3 µM],-3%,-1.3%,-10%,-5%,-6%
S=C(Nc1ccccc1)N1CCN(C/C=C/c2ccccc2)CC1,27%,1%,x,1.1%,-6%,8%[9.22 µM],2%
CCN(Cc1ccccc1)C(=O)C1CCN(C/C(C)=C/c2ccccc2)CC1,2%,3%,-10%,-7.9%,6%,-1%,1%
CCOC(=O)Cn1c(C)c(Br)c(=O)c2cccc(C)c21,19%[46.1 µM],-2%[38.3 µM],-6%,1.5%,9%,3%,-4%
COC(=O)Cc1cc(=O)oc2cc(OC)ccc12,-2%[46.1 µM],-7%,3%,0.0%,10%,1%,6%
CNC(=S)N1N=C(c2ccccc2)CC1c1ccc(Br)cc1 (stereo not drawn),-30%[46.1 µM],-2%[38.3 µM],u,-0.9%,-1%,u,0%
CCCCNC(=S)N(C)/N=C/c1ccc(OCc2ccc(C(=O)OC)cc2)c(OC)c1,-9%,2%,-11%,1.1%,2%,25%,-1%
O=C(Cn1nnc2ccccc2c1=O)NCc1ccc(Cl)cc1,9%,2%,-9%[46 µM],-4.2%,7%,10%,2%
COc1ccc(/C(C)=N/OC/C(O)=C(\C#N)c2nc3ccccc3[nH]2)cc1OC,-2%,10%,13%[46 µM],2.4%,2%,22%,-3%
CC(=O)c1cc(NC(=O)c2cccc(C(F)(F)F)c2)c(=O)oc1/C=C/N(C)C,-10%[46.1 µM],-1%[38.3 µM],-2%,18%,5%,-4%,-5%
COc1ccc2c(c1)C(=O)[C@@H](OC(=O)NCc1ccco1)[C@H](c1ccc(OC)c(Br)c1)O2,x,-3%,x,1.1%,0%,x,0%
O=[N+]([O-])c1ccc(C[n+]2ccc(Cc3ccccc3)cc2)cc1,-6%,13%,x,-1.4%,-2%,3%,4%
Cc1ccc(Cn2cccc(-c3nc4ccccc4s3)c2=O)cc1,-22%[46.1 µM],-14%,u,-0.1%,u,-24%,2%
NC(=O)[C@@H]1CC2(CC(c3cccc(NC(=O)CC(c4ccccc4)c4ccccc4)c3)=NO2)CN1C(=O)COc1ccc(Cl)cc1 (stereo partly drawn),-2%,x,x,11%,-15%,-20%[9.22 µM],x
COc1ccc(-c2c(C)n([O-])c3c([n+]2=O)CCC3)cc1OC,-5%[46.1 µM],-4%[38.3 µM],6%,-1.1%,7%,-26%,3%
Cn1c(NNC(=O)C2CCCCC2)cc(=O)n(C)c1=O,8%,-3%,7%[46 µM],1.6%,8%,-1%,-1%
COc1ccccc1NC(=O)Cc1csc(NC(=S)Nc2ccc(C)cc2)n1,-24%[46.1 µM],-2%[38.3 µM],9%,0.9%,-7%,-3%,0%
O=C(CC(c1ccco1)C1CCCCC1=O)c1ccco1 (stereo not drawn),-7%[46.1 µM],6%[38.3 µM],7%,1.5%,4%,17%,-1%
CCCN(CCC)CCCNC(=O)C(NS(=O)(=O)c1ccc2c(c1)CCC(=O)N2)c1ccccc1 (stereo not drawn),5%,2%,x,2.1%,0%,4%,0%
CCOC(=O)CN(C(=O)CSc1nnc2c(n1)[nH]c1ccc(F)cc12)c1ccccc1,-20%[46.1 µM],4%[38.3 µM],2%,-1.1%,-4%,9%,1%
Cc1ccc2cc(C3CC(c4ccco4)=NN3S(=O)(=O)c3ccccc3)c(Cl)nc2c1 (stereo not drawn),9%,-3%,u,1.1%,-10%,19%,1%
CCOC(=O)C1=C(N)Oc2ccc(Br)cc2[C@@H]1[C@@H](C#N)C(=O)OCC,x,20%,x,2.0%,10%[21.7 µM],x,3%
O=C(Nc1ccccc1)OCc1cncs1,14%,2%,x,-1.3%,14%,13%,-8%
COc1ccc(C2c3sc(=O)[nH]c3SC3C4CCC(C4)C23)cc1 (stereo not drawn),-15%[46.1 µM],18%,-2%,-4.6%,-8%,12%,0%
Cc1cc(NC(=O)CSc2nc3c(cc2C#N)CCCC3)no1,u,u,5%,-2.0%,13%,1%,0%

# Compound profiles (already shown). Values in the order: NPSR antag, IMPase Li cell, LMNA splice mod, Epigenetic derep, CBFb-RUNX1 inh, HttQ103 aggreg, KinaseGlo FLuc
# Profile of `Cc1ccc(Cn2cccc(-c3nc4ccccc4s3)c2=O)cc1` → -22%[46.1 µM], -14%, u, -0.1%, u, -24%, 2%
# Profile of `CNC(=S)N1N=C(c2ccccc2)CC1c1ccc(Br)cc1` (stereo not drawn) → -30%[46.1 µM], -2%[38.3 µM], u, -0.9%, -1%, u, 0%

# No new results follow: entries from further up.
SMILES,NPSR antag,IMPase Li cell,LMNA splice mod,Epigenetic derep,CBFb-RUNX1 inh,HttQ103 aggreg,KinaseGlo FLuc
O=C(O)CCCC(=O)N1CCc2cc(S(=O)(=O)NCc3ccc(F)cc3)ccc21,2%,2%,x,0.0%,20%,6%,-3%
Cc1nc2nc[nH]c2cc1Br,-8%[46.1 µM],-12%[38.3 µM],6%,-2.4%,1%,-6%,-3%
